aGal spleen mod = alpha-galactosidase A (human) modulation | human spleen homogenate, 4MU-alpha-Gal fluorescence, 40 min | Potency, µM (doses to about 80 µM), for inactives: top-dose activity change, negative = inhibition, usual class: inhibitors | 0.008% of 240,000 active | AID 2107;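 further: potency means the concentration at half of the fitted maximal effect; 0% = enzyme with vehicle and -100% = no enzyme basal signal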
Target sequence (P06280 32-429 limits assumed): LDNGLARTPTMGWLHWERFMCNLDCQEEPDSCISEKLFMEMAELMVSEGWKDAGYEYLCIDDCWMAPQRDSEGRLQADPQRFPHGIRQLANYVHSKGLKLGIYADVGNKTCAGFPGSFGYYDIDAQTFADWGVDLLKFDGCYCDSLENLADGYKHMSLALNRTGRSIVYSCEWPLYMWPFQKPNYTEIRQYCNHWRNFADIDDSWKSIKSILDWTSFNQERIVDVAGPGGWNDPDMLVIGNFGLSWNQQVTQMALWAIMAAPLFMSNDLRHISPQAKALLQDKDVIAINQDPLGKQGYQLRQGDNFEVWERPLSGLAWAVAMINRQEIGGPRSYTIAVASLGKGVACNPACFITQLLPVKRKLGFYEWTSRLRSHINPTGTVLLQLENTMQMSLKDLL
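qHTS titration in buffer at pH 5.0. Alpha-galactosidase activity in spleen homogenate was measured via 4-methylumbelliferone release from 1 mM fluorogenic substrate after 40 min at 37C and a pH 10 stop. AC50 came from Hill fits of control-normalized data.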
Epigenetic derep = epigenetic control regulation, reporter derepression. murine LDR cells, GFP reporter derepression, 30 h. Potency, µM (highest dose often 53.9 µM), for the others: at the top dose GFP activation, usual class: activators. 0.2% of 280,000 active; further: potency means the concentration at half of the fitted maximal effect; % of control where 0% means no effect; nearly all actives have a fitted effect of over 60% in size
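Murine LDR cells bearing a silenced CMV-driven GFP reporter were exposed to compound for 30 h at 37 C. After PBS washes, GFP-positive cells (20-120 um objects) counted by laser-scanning microplate cytometry.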
KinaseGlo FLuc = counter-screen: inhibitors of Kinase-Glo firefly luciferase | Potency, µM (top dose mostly 38.3 µM), inactives show at the highest dose activity change, negative = inhibition, usual class: inhibitors | 0.28% of 200,000 active | Kinase-Glo luciferase, ATP luminescence, 8 min | Q27757; further: potency means the concentration at half of the fitted maximal effect; on the % scale 0 is the no-effect control and ±100 the full control effect; nearly all actives have a fitted effect of over 60% in size
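Light output from Kinase-Glo luciferase with luciferin and 10 uM ATP in 50 mM imidazole pH 7.2, KCl, MgCl2, Tween 20, BSA; compound pin-delivered, 8-min ambient incubation, then luminescence read.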
IMPase Li inh = membrane-permeable IMPase blocker, potentiated with lithium; CHO-M1 cells, IP1 TR-FRET (IP-One), carbachol + lithium; Potency, µM (series often up to 59.4 µM), inactives show at the highest dose activity, negative = IMPase inhibition, actives largely listed as inhibitors; 0.35% of 210,000 active;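 further: IP1 builds up when IMPase is blocked and the TR-FRET signal falls; potency means the concentration at half of the fitted maximal effect; plate controls were basal vehicle for no effect and high inhibitor control for full effect; nearly all actives have a fitted effect of over 50% in size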
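Readout is a homogeneous TR-FRET IP1 immunoassay (Ex 320, Em 665 and 620), where raised cytosolic IP1 lowers signal. Cells were CHO-M1 treated 30 min at 37C with test compounds plus a little lithium; AC50 values came from Hill-equation fitting.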
NPSR antagonist = neuropeptide S receptor (human) antagonism, cAMP; Q6W5P4; CHO-NPSR cells, cAMP TR-FRET, antagonist mode; Potency, µM (highest dose often 38.3 µM), for inactives: at the top dose activity change, negative = inhibition, hits mostly inhibitors; 1% of 220,000 active; AID 1461; further: potency means the concentration at half of the fitted maximal effect; on the % scale 0 is the no-effect control and ±100 the full control effect; nearly all actives have a fitted effect of over 50% in size; many of its hits are not listed in these tables
Target sequence (Q6W5P4 whole entry, looked up): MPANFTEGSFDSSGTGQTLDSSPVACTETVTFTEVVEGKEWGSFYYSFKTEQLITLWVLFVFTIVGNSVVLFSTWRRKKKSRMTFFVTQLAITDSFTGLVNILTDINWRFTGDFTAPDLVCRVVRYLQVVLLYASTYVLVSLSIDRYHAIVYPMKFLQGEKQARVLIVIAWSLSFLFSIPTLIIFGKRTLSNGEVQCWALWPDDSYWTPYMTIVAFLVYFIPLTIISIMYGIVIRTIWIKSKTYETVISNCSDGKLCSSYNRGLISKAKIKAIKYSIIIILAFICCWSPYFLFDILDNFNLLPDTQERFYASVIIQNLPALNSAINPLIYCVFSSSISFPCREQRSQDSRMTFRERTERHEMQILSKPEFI
Lamin A splicing = modulators of lamin A splicing; Potency, µM (doses to about 46.1 µM), for inactives: at the top dose ratio change, negative = inhibition, hits mostly inhibitors; HeLa LMNA splicing GFP/RFP minigene ratio, 48 h; 0.01% of 200,000 active; active means well fitted inhibition curve with a large enough effect in the signal ratio, with a control signal flat, not every such curve was filed as active; inconclusive means small, poorly fitted or top-dose-only effect, or effect the other way, or a change in a side signal; the % refers to the signal ratio; further: potency means the concentration at half of the fitted maximal effect; on the % scale 0 is the no-effect control and ±100 the full control effect
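Read-out is the ratio of GFP to DsRed2 object intensity, acquired by 488 nm laser-scanning cytometry on HeLa lamin A-EGFP minigene reporter cells. Compound incubation 48 hrs at 37 °C in Opti-MEM with 2% FBS; DMSO 0.5% final.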
CBFb-RUNX1 inh = blocks binding between human CBF-beta and RUNX1 | AID 1477 | AlphaScreen CBFb-His/RUNX1-biotin binding, biochemical | Q01196+Q13951 | 230,000 tested, under 10 active | Potency, µM (series often up to 59.8 µM), for inactives: top-dose activity, negative = inhibition, actives largely listed as inhibitors; further: % of control where 0% means no effect
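Bead-based AlphaScreen assay; binding partners His-tagged CBF-beta and biotinylated RUNX1 at 30 nM each. Compound exposure 15 min after a 20-min protein preincubation; bead step 90 min; all steps at room temperature.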
Active calls of the source: *; ? = inconclusive; . = no result given; & = joins results of further samples; [ ] = remark or other dose. Unless noted, the call rests on the fitted dose curve; in most records, active means well fitted curve in the direction sought with a large enough effect; inconclusive means small, poorly fitted or top-dose-only effect, or another doubt; inactive means no such curve, though single readings can be large; an effect the other way counts as inactive or inconclusive. The list is partial, so the mix of outcomes need not match the whole.

mol	aGal spleen mod	Epigenetic derep	KinaseGlo FLuc	IMPase Li inh	NPSR antagonist	Lamin A splicing	CBFb-RUNX1 inh
CCOc1ccccc1-n1c(SCC(=O)Nc2ccc(CC)cc2)nc2n[nH]c(C)c2c1=N	-14%	0.8%	-3%	-19%[38.3 µM]	?	11%	-18%
Cn1nnnc1SCC(=O)NCc1cccs1	5%	-1.0%	-1%	-3%	1%[46.1 µM]	-4%	-15%
Cc1ccc(S(=O)(=O)C(CCC(=O)N2CCOCC2)S(=O)(=O)c2ccc(C)cc2)cc1	8%	-0.3%	-7%	-5%[38.3 µM]	-11%[46.1 µM]	10%	-3%
O=C(CN1C2=NCCN2c2ccccc21)c1ccc(Br)s1	-7%	8.2%	1%	11%	15%	?	11%
O=C(NCc1ccco1)/C(=C\c1cccnc1)NC(=O)c1ccccc1F	10%	1.1%	7%	0%	10%	3%	-3%
COCCNC(=O)c1c(N)n(CCC2=CCCCC2)c2nc3ccccc3nc12	25%	-0.3%	7%	13%[38.3 µM]	-21%[46.1 µM]	6%	19%
Cn1c2c(c(=O)n(C)c1=O)C(CC(=O)Nc1ccc(F)cc1)C(=O)N2 (configuration not stated)	3%	1.4%	1%	-4%	14%	.	-5%
Cc1ccc2cccc(S(=O)(=O)n3nc(C)cc3C)c2n1	10%	-1.1%	-3%	17%[38.3 µM]	-8%[46.1 µM]	3%	3%
C/C(=N/NC(=O)c1cc(Cl)ccc1O)C12CC3CC(CC(C3)C1)C2	3%	-2.3%	6%	-16%[38.3 µM]	-8%[46.1 µM]	18%	0%
c1ccc2c(c1)Nc1nccnc1S2	4%	0.1%	1%	-3%	5%	1%	-4%
O=C(OCC(=O)N1CCc2ccccc2C1)c1cc(=O)[nH]c2ccccc12	-4%	0.0%	.	.	-2%	.	5%
NC(=O)C1CCN(S(=O)(=O)c2cccc(S(=O)(=O)N3CCCCC3)c2)CC1	4%	-1.0%	0%	19%[38.3 µM]	?	2%	7%
CCC(C)N1CNc2c(c(=O)[nH]c(=S)n2-c2cccc(C)c2)C1 (configuration not stated)	-3%	-0.1%	0%	17%	1%	.	5%
Cc1ccnc(SCC(=O)c2ccc(Br)cc2)c1C#N	0%	?	-1%	9%	-32%	?	?
CCC(C(=O)Nc1ccc2c(c1)OCCO2)c1ccccc1 (configuration not stated)	-5%	-3.5%	1%	11%	-19%	15%[46 µM]	5%
O=C1Nc2ccccc2C1(O)c1ccccc1 (configuration not stated)	0%	0.6%	-2%	-2%	-1%	5%[9.22 µM]	12%
O=C(O)C(Cc1ccccc1)n1cccc1 (configuration not stated)	4%	-1.9%	9%	10%[38.3 µM]	?	-2%	6%
Cn1c(=O)cc(OCCCC(=O)NCc2ccc(F)cc2Cl)c2ccccc21	-13%	2.6%	1%	-2%	-3%	.	-1%
C/C(=N/NC(=O)CNC(=O)c1ccccn1)c1ccccc1	-9%	3.1%	1%	6%	10%	-2%	-5%
CCCNC(=O)c1ccc(C2SCC(=O)N2CCc2ccccc2)cc1 (configuration not stated)	0%	-4.3%	8%	1%	-9%	?	2%
COc1ccc(C(=O)n2cc(C(=O)c3cc(C)ccc3O)cn2)cc1	0%	-0.9%	3%	-5%	16%	4%	-4%
COC(=O)C1(C#N)C(c2ccccc2)C1(C(=O)OC)C(=O)OC (configuration not stated)	5%	-1.4%	-1%	-6%[38.3 µM]	-4%[46.1 µM]	0%	4%
O=C(N/N=C/c1ccc[nH]1)c1ccccc1[N+](=O)[O-]	-3%	-1.0%	0%	-3%	16%	-13%	1%
O=C(COc1ncnc2c(Cl)cc(Cl)cc12)N1CCN(S(=O)(=O)c2ccccc2)CC1	6%	-0.7%	-1%	12%[38.3 µM]	?	-3%	2%
CCc1cccc2c(C(=O)COC(=O)/C=C/c3ccc(O)c(OC)c3)c[nH]c12	-2%	1.0%	2%	15%	-16%	?	-11%
O=C1C=CC2=C3c4cc(O)c(O)cc4CC3(O)COC2=C1O (configuration not stated)	-18%&5%	-0.3%&-0.9%	-9%&-8%	35%&11%[activator]	.	-10%	.
CCC(C)(C(=O)NC1CCCC1)N(C(=O)c1ccccn1)c1ccccc1 (configuration not stated)	-7%	0.0%	-4%	15%[38.3 µM]	-12%[46.1 µM]	-6%	1%
CC(=O)c1ccc(NC(=O)N2CCN(c3cccc(Cl)c3)CC2)cc1	0%	0.9%	-1%	32%[activator][38.3 µM]	-15%[46.1 µM]	3%	-4%
CCCn1c(SCC(=O)Nc2ccccc2Cl)n[nH]c1=O	2%	4.5%	.	.	12%	.	10%
CC(C)COC(=O)C1C(=O)CC(C)(O)C(C(=O)OCC(C)C)C1c1cccnc1 (configuration not stated)	4%	1.0%	-6%	-2%[38.3 µM]	-8%[46.1 µM]	?	8%
CC1CCCN(C(=O)c2ccc3c(c2NCCO)C(=O)c2ccccc2C3=O)C1 (configuration not stated)	2%	-5.2%	-18%	9%[38.3 µM]	-11%[46.1 µM]	2%	?
CC1CCCc2sc3nc(N4CCN(CCO)CC4)n4ncnc4c3c21 (configuration not stated)	-2%	0.0%	11%	-9%[38.3 µM]	-11%[46.1 µM]	-6%	-8%
CCOC(=O)N1CCN(c2c(NCCCN3CCCCCC3)c(=O)c2=O)CC1	-7%	-0.4%	-1%	1%[38.3 µM]	-12%[46.1 µM]	1%	2%
O=C(CSc1nnc(-c2ccccc2)n1Cc1ccco1)NCc1ccc2c(c1)OCO2	2%	?	2%	?	-19%[46.1 µM]	17%	4%
O=c1cc(O)n(-c2ccc(Cl)cc2)c(=S)[nH]1	-22%	3.2%	-5%	41%[activator][38.3 µM]	-5%[46.1 µM]	3%	-2%
CCC(=O)N(CCN1CCOCC1)Cc1cc2cc3c(cc2nc1Cl)OCO3	-6%	-0.1%	-4%	11%	-7%	?	1%
c1ccc2sc(SSc3nc4ccccc4s3)nc2c1	12%	.	.	0%	.	.	19%[21.7 µM]
CCOc1ccc2nc(SCC(=O)NC(=O)NCc3ccco3)sc2c1	-6%	1.2%	1%	-9%[38.3 µM]	-7%[46.1 µM]	?	-7%
N#Cc1c(C(F)(F)F)cc(-c2cccc(Cl)c2)[nH]c1=O	?	-0.9%	3%	-10%	-4%[46.1 µM]	?	21%
Cc1ccc(OCCNC(=O)c2ccco2)cc1C	-4%	1.0%	20%	21%[38.3 µM]	9%[46.1 µM]	1%	6%
COc1ccc(S(=O)(=O)Nc2ccc3oc(C)c(C(C)=O)c3c2)cc1	-3%	5.7%	1%	38%[activator][38.3 µM]	-8%[46.1 µM]	-22%	-5%
CC(=C/c1ccco1)/C=N/NC(=O)c1nnn(-c2nonc2N)c1CN(C)C	-6%	0.0%	-9%	2%	-22%	-9%[9.22 µM]	-14%
O=c1c2[nH]c3cccc(Cl)c3c2ncn1CCN1CCCCC1	0%	-2.0%	0%	8%	5%[46.1 µM]	-13%	1%
O=C(CN1CCN(c2ccc(Cl)cc2)CC1)Nc1ccc(F)c(F)c1	-12%	-2.1%&4.4%	2%	23%[38.3 µM]	-16%[46.1 µM]	?	5%
N#Cc1cc([N+](=O)[O-])cnc1NCC(O)CO (configuration not stated)	?	-1.1%	-1%	5%[38.3 µM]	-5%[46.1 µM]	9%	-3%
CSc1ncc(CN2CCc3c([nH]c4ccccc34)C2c2cccc(O)c2)cn1 (configuration not stated)	2%	?	0%	18%	44%	.	6%
CCC1CCCCN1C1Sc2ccc(C(=O)OC)cc2NC1=O (configuration not stated)	-1%	-0.9%	2%	-6%[38.3 µM]	-18%[46.1 µM]	9%	-2%
Cc1cc2c(=O)n(C)c(SCC(=O)c3cc4ccccc4o3)nc2s1	-4%	-1.0%	6%	36%[38.3 µM]	-21%[46.1 µM]	17%	-3%

Molecules from the list above that have two or more sulfur atoms:
mol	aGal spleen mod	Epigenetic derep	KinaseGlo FLuc	IMPase Li inh	NPSR antagonist	Lamin A splicing	CBFb-RUNX1 inh
Cn1nnnc1SCC(=O)NCc1cccs1	5%	-1.0%	-1%	-3%	1%[46.1 µM]	-4%	-15%
Cc1ccc(S(=O)(=O)C(CCC(=O)N2CCOCC2)S(=O)(=O)c2ccc(C)cc2)cc1	8%	-0.3%	-7%	-5%[38.3 µM]	-11%[46.1 µM]	10%	-3%
NC(=O)C1CCN(S(=O)(=O)c2cccc(S(=O)(=O)N3CCCCC3)c2)CC1	4%	-1.0%	0%	19%[38.3 µM]	?	2%	7%
c1ccc2sc(SSc3nc4ccccc4s3)nc2c1	12%	.	.	0%	.	.	19%[21.7 µM]
CCOc1ccc2nc(SCC(=O)NC(=O)NCc3ccco3)sc2c1	-6%	1.2%	1%	-9%[38.3 µM]	-7%[46.1 µM]	?	-7%
Cc1cc2c(=O)n(C)c(SCC(=O)c3cc4ccccc4o3)nc2s1	-4%	-1.0%	6%	36%[38.3 µM]	-21%[46.1 µM]	17%	-3%

3 compounds from above, sorted by number of heavy atoms, ascending:
mol	aGal spleen mod	Epigenetic derep	KinaseGlo FLuc	IMPase Li inh	NPSR antagonist	Lamin A splicing	CBFb-RUNX1 inh
CCC1CCCCN1C1Sc2ccc(C(=O)OC)cc2NC1=O (configuration not stated)	-1%	-0.9%	2%	-6%[38.3 µM]	-18%[46.1 µM]	9%	-2%
COc1ccc(S(=O)(=O)Nc2ccc3oc(C)c(C(C)=O)c3c2)cc1	-3%	5.7%	1%	38%[activator][38.3 µM]	-8%[46.1 µM]	-22%	-5%
CSc1ncc(CN2CCc3c([nH]c4ccccc34)C2c2cccc(O)c2)cn1 (configuration not stated)	2%	?	0%	18%	44%	.	6%

The listing continues:
mol	aGal spleen mod	Epigenetic derep	KinaseGlo FLuc	IMPase Li inh	NPSR antagonist	Lamin A splicing	CBFb-RUNX1 inh
COc1cccc(-c2nn(-c3ccccc3)cc2C(=O)n2nnc3ccccc32)c1	4%	-3.2%	-6%	6%[38.3 µM]	?	-3%	3%
CCOCCSc1nnc2nc(C)cc(C)n12	-1%	-1.0%	1%	7%[38.3 µM]	0%[46.1 µM]	2%	5%
COc1ccc(C(=O)Nc2cc([N+](=O)[O-])ccc2N2CCCC2)cc1	5%	-0.4%	-3%	8%	-24%	-2%[46 µM]	3%
N#Cc1ccc(-c2ccc(F)cc2)nc1Oc1ccc(Cl)c(Cl)c1	7%	3.6%	0%	20%[38.3 µM]	2%[46.1 µM]	12%	1%
C=CCc1cccc(/C=N/NC(=O)CCCNc2ccc(C)cc2)c1O	12%	2.3%	0%	6%	3%[46.1 µM]	?	-17%

Source: PubChem BioAssay
